SRC2 inh: inhibits human steroid receptor coactivator 2. inhibition, % at 9 µM. HEK293 GAL4-SRC2 luciferase reporter, luminescence. Q15596. 370,000 tested, 0.17% active;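 active = inhibition above the mean inhibition of all tested compounds plus 3 SD, set per campaign, cut at about 52% in these data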;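 also: 0% = DMSO treated cells and 100% = cells given Gossypol at 36 µM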
Target sequence (Q15596 whole entry, looked up, the tested form may be a part): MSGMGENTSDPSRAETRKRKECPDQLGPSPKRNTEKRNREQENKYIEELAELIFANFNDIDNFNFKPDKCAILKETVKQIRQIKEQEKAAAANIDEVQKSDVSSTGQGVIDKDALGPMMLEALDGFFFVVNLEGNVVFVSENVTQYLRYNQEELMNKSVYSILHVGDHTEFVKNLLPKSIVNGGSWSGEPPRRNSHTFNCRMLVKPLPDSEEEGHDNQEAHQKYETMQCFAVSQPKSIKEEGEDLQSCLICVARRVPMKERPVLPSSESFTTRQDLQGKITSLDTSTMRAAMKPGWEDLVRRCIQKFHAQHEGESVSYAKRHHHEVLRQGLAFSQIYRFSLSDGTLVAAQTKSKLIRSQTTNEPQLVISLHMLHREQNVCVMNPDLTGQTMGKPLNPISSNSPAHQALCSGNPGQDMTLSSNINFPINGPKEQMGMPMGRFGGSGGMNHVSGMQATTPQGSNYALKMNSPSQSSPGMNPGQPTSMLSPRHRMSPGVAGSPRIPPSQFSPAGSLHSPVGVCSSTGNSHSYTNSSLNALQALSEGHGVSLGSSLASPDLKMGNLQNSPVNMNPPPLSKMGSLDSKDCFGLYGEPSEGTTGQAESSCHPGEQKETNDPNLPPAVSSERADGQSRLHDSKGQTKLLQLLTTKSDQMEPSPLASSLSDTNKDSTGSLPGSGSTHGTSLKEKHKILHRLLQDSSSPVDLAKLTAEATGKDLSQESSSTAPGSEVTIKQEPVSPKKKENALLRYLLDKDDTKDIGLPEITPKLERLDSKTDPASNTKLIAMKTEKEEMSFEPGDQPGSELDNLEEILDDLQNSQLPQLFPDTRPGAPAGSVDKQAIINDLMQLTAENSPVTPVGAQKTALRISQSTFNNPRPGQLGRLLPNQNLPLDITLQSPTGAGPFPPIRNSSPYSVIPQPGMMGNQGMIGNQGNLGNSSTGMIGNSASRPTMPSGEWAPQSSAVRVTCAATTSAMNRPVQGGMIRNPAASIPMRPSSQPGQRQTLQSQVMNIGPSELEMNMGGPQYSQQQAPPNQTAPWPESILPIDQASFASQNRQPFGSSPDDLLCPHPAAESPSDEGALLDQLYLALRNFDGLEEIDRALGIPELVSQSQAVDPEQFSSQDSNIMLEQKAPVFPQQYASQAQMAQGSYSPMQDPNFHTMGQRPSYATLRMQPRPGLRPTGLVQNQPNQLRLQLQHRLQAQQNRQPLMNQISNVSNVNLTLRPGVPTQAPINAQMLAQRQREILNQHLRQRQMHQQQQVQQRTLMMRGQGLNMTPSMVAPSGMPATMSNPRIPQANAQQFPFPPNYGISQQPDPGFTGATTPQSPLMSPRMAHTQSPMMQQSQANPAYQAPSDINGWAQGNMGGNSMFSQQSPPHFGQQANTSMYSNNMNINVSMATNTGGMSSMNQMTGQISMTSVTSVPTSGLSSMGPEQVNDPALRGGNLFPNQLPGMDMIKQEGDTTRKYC
COUP-TFII inh: NR2F2 (human) inhibition, primary screen | AID 686940 | 370,000 tested, 0.7% active | inhibition, % at 8.6 µM | HEK293T NGFI-A luciferase reporter, luminescence;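 active = inhibition above a per-plate cutoff, mean inhibition of test wells between control levels plus 3 SD, cut at about 38% in these data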;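 also: cells cotransfected with COUP-TFII expression vector driving the NGFI-A reporter; 0% = median of COUP-TF2 test wells and 100% = reporter-only cells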
* marks the source's active call; other numbers are inactive results. The list is partial (hit frequency here may not be typical).

Start of the listing, in advance (4 entries):
SMILES	SRC2 inh	COUP-TFII inh
C[C@@H]1/C=C/CC(=O)N2[C@H](CC(=O)N[C@@H]1c1ccccc1)C[C@@H](C)[C@H]2c1ccccc1	14	17
CC1=C(C(=O)OCc2ccccc2)C(c2ccc3ccccc3c2)NC(=O)N1CCCCCC(=O)O (stereo not drawn)	21	5
Cc1c(-c2cc[n+]([O-])cc2)oc2ccc(Br)cc2c1=O	-16	-1
O=C(NCC1COCCO1)C1CCN(S(=O)(=O)c2cccs2)CC1 (stereo not drawn)	-6	8

Main list, from the first entry:
SMILES	SRC2 inh	COUP-TFII inh
C[C@@H]1/C=C/CC(=O)N2[C@H](CC(=O)N[C@@H]1c1ccccc1)C[C@@H](C)[C@H]2c1ccccc1	14	17
CC1=C(C(=O)OCc2ccccc2)C(c2ccc3ccccc3c2)NC(=O)N1CCCCCC(=O)O (stereo not drawn)	21	5
Cc1c(-c2cc[n+]([O-])cc2)oc2ccc(Br)cc2c1=O	-16	-1
O=C(NCC1COCCO1)C1CCN(S(=O)(=O)c2cccs2)CC1 (stereo not drawn)	-6	8
C=CCN1[C@H](CC(C)C)COc2cc(N3CCSCC3)ccc2S1(=O)=O	16	9
Clc1ccccc1Cn1ccc2ccc(-c3ccc4ccn(Cc5ccccc5Cl)c4c3)cc21	-10	-7
O=C(N[C@H](Cc1ccccc1)C(=O)NCC1CCCCC1)[C@H]1O[C@@H](n2ccc(=O)[nH]c2=O)[C@H](O)[C@@H]1O	-25	-11
Cc1cccc(C(=O)Nc2nc3ncccn3c2-c2ccc(F)c(F)c2)c1	-10	-5
Cc1[nH]c2ccccc2c1CC(=O)Nc1ccc(Nc2cccnc2)c(-c2ccc(C(C)(C)C)cc2)c1	0	9
CCCCNC(=O)C[C@H]1C[C@@]2(C(=O)OC)C(=C[C@H](COCc3ccccc3)O[C@@H]2C)N(CCc2ccc(OC)c(OC)c2)C1=O	-11	-11
O=C(CN1CCC(NC(=O)NC2CCCC2)CC1)Nc1ccc2c(c1)OCCO2	-17	10
COc1ccc(CNCC#Cc2ccccc2)c(OC)c1	8	16
COC(=O)[C@H](CC(C)C)N1Cc2nnn(Cc3ccccc3)c2-c2cc(F)ccc2S1(=O)=O	-29	-5
C=C(C)C#CC(Cc1ccccc1)N(CC1CC1)/C(N)=N/C(=O)OCc1ccccc1 (stereo not drawn)	11	5
COc1ccc(S[C@]2(C(=O)N3CCOCC3)CC(=O)N(c3ccc(Cl)cc3)[C@@H]2c2ccc(OC)cc2)cc1	6	-1
CN(C(=O)c1ccccc1OCC(=O)Nc1ccc(Br)cc1)c1ccccc1	6	-5
C#CCNC(=O)C[C@@H]1C(=O)N2CCCC3=C2[C@@]1(C(=O)OC)CCCC3	-23	7
CCOC(=O)[C@@]12CCCC3=C1N(CCC3)C(=O)[C@H]2CC(=O)NCc1cccs1	8	15
Nc1ccc2ccc(N)cc2c1	-17	-4
COc1ccc(C2NC(=O)N(CCCC(=O)O)C(C)=C2C(=O)OCc2ccccc2)cc1 (stereo not drawn)	-17	-21
Cc1ccc(-c2nc3c(C)cc(Br)cn3c2Cc2ccccc2C(F)(F)F)cc1	-1	4
COC(=O)C1=C(C)N(CC(C)C)C(=S)NC1c1cccc(F)c1 (stereo not drawn)	11	-16
CN(CCc1ccccc1)C(=O)c1cc2ccccn2n1	-24	-9
CC(CCN1CCC(C(O)(c2ccccc2)c2ccccc2)CC1)Oc1cccc(Cl)c1 (stereo not drawn)	4	-19
CCCCCCN(C(=O)CCCCCN1C(=O)NC(c2cccc([N+](=O)[O-])c2)C(C(=O)OCc2ccccc2)=C1C)C(C(=O)NCCCC)c1ccc(OCC(=O)OC)c(C(=O)OC)c1 (stereo not drawn)	2	8
Cc1cc(C)cc(N(CC(=O)NC2CCC(C)CC2)S(=O)(=O)c2ccc([N+](=O)[O-])cc2)c1 (stereo not drawn)	-7	-6
O=C(NCC(=O)N(c1cccnc1)C(C(=O)NC1CCCC1)c1ccc(F)cc1)c1ccco1 (stereo not drawn)	0	0
CCN(CC)C(=O)CC[C@@H]1CC[C@]2(CCCN(Cc3cccnc3)C2)O1	9	10
COC(=O)[C@H](CC(C)C)N(CCc1cn(Cc2ccc(C)cc2)nn1)S(=O)(=O)c1ccc(F)cc1Br	4	16
Cc1ccc(CN2CCCCC(NC(=O)C(C)(C)C)C2=O)cc1 (stereo not drawn)	9	17
c1ccc(-c2nnc3sc(C4CCCCC4)nn23)cc1	-10	12
O=C(NCc1ccc(Cl)cc1)C1C2C=CC3(CN(Cc4ccccc4)C(=O)C13)O2 (stereo not drawn)	-12	1
COc1ccc2[nH]c3c(c2c1)CCN[C@]31C(=O)Nc2ccccc21	2	-20
O=S(=O)(c1cccc2cccnc12)N1CCC(c2cn3ccccc3n2)CC1	-10	13
COC(=O)[C@]12C[C@H](CC(=O)N3CCOCC3)C(=O)N(CCc3ccc(OC)c(OC)c3)C1=C[C@H](C1CCCC1)O[C@@H]2C	-12	-18
CCOC(=O)[C@@]12CCCC=C1N(CCc1ccc(Cl)cc1)C(=O)[C@H]2CC(=O)N1CCOCC1	26	35
N#Cc1ccc(S(=O)(=O)NCC2CCN(C(=O)C(=O)c3cc4ccccc4o3)CC2)cc1	7	6
COc1ccc(-n2c(SCC(=O)NC3CCCC3)nnc2-c2ccncc2)cc1	2	5
COc1ncc(-c2cc(C(C)=O)c3n(c2=O)CCC3)c(OC)n1	1	-9
COc1ccc(-c2nnc(SCC(=O)Nc3ccc(Oc4ccccc4)cc3)n2Cc2ccco2)cc1	21	-18
OC[C@H]1O[C@@H]2O[C@H]3[C@H](O)[C@@H](O)[C@@H](O[C@H]4[C@H](O)[C@@H](O)[C@@H](O[C@H]5[C@H](O)[C@@H](O)[C@@H](O[C@H]6[C@H](O)[C@@H](O)[C@@H](O[C@H]7[C@H](O)[C@@H](O)[C@@H](O[C@H]1[C@H](O)[C@H]2O)O[C@@H]7CO)O[C@@H]6CO)O[C@@H]5CO)O[C@@H]4CO)O[C@@H]3CO	-41	2
CCn1c2ccccc2c2cc(NC(=O)COC(=O)c3cc(F)cc(F)c3)ccc21	-5	-6
CCCCNC(=O)C[C@@H]1C(=O)N2CCCC3=C2[C@@]1(C(=O)OCC)CCC3	13	2
O=C(c1cccc(F)c1)N(Cc1ccccn1)CC1CCCO1 (stereo not drawn)	4	-7
OC(c1ccccc1)(c1ccccc1)C1CCN(CCCNc2ccccc2Br)CC1	-10	7
O=C(NC1CCCCN(Cc2cccc(Cl)c2)C1=O)c1cccc2nsnc12 (stereo not drawn)	6	8
C[C@H](O)[C@@H]1CN2CCc3c([nH]c4cccc(-c5ccccc5)c34)[C@@H]2C[C@@H]1N(C)C(=O)C1CCCCC1	13	-5
Cc1ccc2c(c1)-c1ncc(C(=O)c3cc(Br)ccc3O)cc1CO2	20	11
Cc1nn(-c2ccccc2)c(C)c1/C=N/NC(=O)c1[nH][nH]c(=O)c1C	-15	-46
COC(=O)[C@]12C[C@H](CC(=O)N3CCN(C(=O)C4CC4)CC3)C(=O)N(Cc3cccc4ccccc34)C1=C[C@H](C(C)(C)C)O[C@@H]2C	14	20

The results go on.
SMILES	SRC2 inh	COUP-TFII inh
O=C(NCc1ccccc1)c1ccc(Cl)cc1	5	10
C[C@H](O)[C@@H]1CN2CCc3ccc(-c4ccc5c(c4)OCO5)cc3[C@@H]2C[C@@H]1N(C)C(=O)NC1CCCCC1	8	-10
CCCCCCC(=O)n1ccc2ccc(-c3ccc4ccn(Cc5ccc(OC)cc5)c4c3)cc21	9	-18
Cn1c(COc2ccccc2)nnc1SCC(=O)Nc1ccc(OCc2ccccc2)cc1	-13	-13
CCCNC(=O)C[C@H]1CC[C@H]2[C@@H](COc3ccc(NC(=O)Nc4ccc(C#N)cc4)cc3C(=O)N2C)O1	-16	-3
O=C(O)Cn1cnc2c(NCc3ccccc3)ncnc21	8	-3
COc1ccccc1CCC[C@H](CCS(=O)(=O)C(C)C)CC1CCCCC1	9	13
O=S(=O)(NCc1cn(Cc2ccccc2)nn1)c1ccccc1Br	-5	23
CC(C)CN1C(=O)N2CCc3ccccc3C2CS1(=O)=O (stereo not drawn)	-15	-27
CCCC(C)NC(=O)CC1Oc2ccccc2NC1=O (stereo not drawn)	13	-15

An excerpt from above in order of the COUP-TFII inh value, largest number first.
| molecule | SRC2 inh | COUP-TFII inh |
| --- | --- | --- |
| COC(=O)[C@H](CC(C)C)N(CCc1cn(Cc2ccc(C)cc2)nn1)S(=O)(=O)c1ccc(F)cc1Br | 4 | 16 |
| O=C(NCc1ccccc1)c1ccc(Cl)cc1 | 5 | 10 |
| Cc1ccc(-c2nc3c(C)cc(Br)cn3c2Cc2ccccc2C(F)(F)F)cc1 | -1 | 4 |
| O=C(c1cccc(F)c1)N(Cc1ccccn1)CC1CCCO1 (stereo not drawn) | 4 | -7 |

(list continues)
SMILES	SRC2 inh	COUP-TFII inh
COc1ccc(-c2cc(C(F)(F)F)n3nc(C(=O)NCCCN4CCOCC4)cc3n2)cc1	7	2
COc1ccc(C2CC(=O)C(c3ccc([N+](=O)[O-])cc3)=CN2Cc2ccccc2)cc1 (stereo not drawn)	9	2
CC(C)CNC(=O)OCc1cn(Cc2ccc(C(F)(F)F)cc2)nn1	-4	-1
COC(=O)C[C@@H]1CC[C@H]2[C@H](COc3ccc(NC(=O)Nc4ccc(Cl)cc4)cc3C(=O)N2C)O1	20	9
Cc1ccc(NC(=O)Cc2ccc(OC(F)F)cc2)c(S(=O)(=O)N2CCOCC2)c1	12	8
COCCCN1C(=O)[C@H](CC(=O)NCc2cccc(C(F)(F)F)c2)[C@]2(C(=O)OC)CCCCC=C12	11	5
O=C(NNc1nc(N2CCOCC2)nc(N2CCOCC2)n1)Nc1ccc(Cl)cc1	-5	-25
C[C@H]1[C@@H](c2ccccc2)Oc2c(Cl)cccc2S(=O)(=O)N1C	5	-2
O=C(NCCc1c[nH]c2ccccc12)OCc1cn(Cc2c(F)cccc2F)nn1	-6	-8
CCOC(=O)[C@]12CCCCC/C=C\1N(Cc1ccc(OC)cc1)C(=O)[C@H]2CC(=O)NCc1ccc(C)o1	-22	-10
COC(=O)c1cc2c(c3c4cc(F)ccc4n(S(=O)(=O)c4ccc(OC)cc4)c13)C(=O)N(Cc1ccccc1OC)C2	-15	-6
COC(=O)[C@]12C[C@H](CC(=O)NCCC(C)C)C(=O)N(Cc3ccc(Cl)cc3Cl)C1=C[C@H](COCc1ccccc1)O[C@@H]2C	5	0
O=c1nc(SCc2c(F)cccc2Cl)nc(-c2ccccc2)[nH]1	0	-28
Cc1ccc(-n2c(SCC(=O)c3ccccc3Br)nnc2-c2ccncc2)cc1	12	-2
Cc1ccc(Cc2c(-c3cccc(Br)c3)nc3ccc(C)cn23)cc1	-21	-20
CCCCCCCCN1C(=O)[C@@H](CC(=O)NCCCOC)C[C@@]2(C(=O)OC)C1=C[C@H](C(C)C)O[C@@H]2C1CC1	11	-6
CC(C)(C)OC(=O)N1CCC[C@@H]1C(=O)NCc1ccccc1	9	26
O=C(C(=O)N1CCN(S(=O)(=O)c2cccc(C(F)(F)F)c2)CC1)c1cccc(C(F)(F)F)c1	12	-7
Cc1nc(NS(=O)(=O)c2ccccc2C)c2c3c(sc2n1)CCC3	-1	-5
CCc1cc2c(nc1CC)CCCN2Cc1ccccc1C(F)(F)F	17	2
COC(=O)[C@]12C[C@H](CC(=O)NCCC(C)C)C(=O)N(Cc3ccco3)C1=C[C@H](COCc1ccccc1)O[C@@H]2C	14	-8
COCCCNC(=O)C[C@H]1C[C@@]2(C(=O)OC)C(=C[C@H](C3CCCC3)O[C@@H]2C)N(Cc2ccco2)C1=O	-10	-3
CN(Cc1ccccc1)C(=O)OCc1cn(Cc2ccc(C(F)(F)F)cc2)nn1	-25	14
CCn1c(COc2ccc(C)cc2)nnc1SCC(=O)c1ccc(-c2ccccc2)cc1	20	28
C=CCN1[C@@H](C)[C@@H](c2ccccc2)Oc2c(Cl)cccc2S1(=O)=O	2	8
O=C(Nc1ccc2c(c1)OCO2)NC1CCN(S(=O)(=O)c2ccc(F)cc2)CC1	-1	-1
CC(C)(C)c1ccc(S(=O)(=O)N2CCC(C(=O)NCC3COCCO3)CC2)cc1 (stereo not drawn)	4	-6
O=c1c2ccccc2c(C=Nc2ccc(S(=O)(=O)Nc3ncccn3)cc2)c(O)n1-c1cccc(Cl)c1	-8	10
Cc1ccc(/C=N/NC(=O)c2c(C)nc3ccc(Cl)cn23)cc1	-4	-2
C#CCNC(=O)C[C@H]1C[C@@]2(C(=O)OC)C(=C[C@H](C(C)(C)C)O[C@@H]2C)N(CCCCCCCC)C1=O	-5	1
Cc1cnn(-c2ccccc2)c1NC(=O)COCc1ccccc1	0	11
COC(=O)[C@]12C[C@H](CC(=O)N3CCN(C(=O)C4CC4)CC3)C(=O)N(Cc3ccc4c(c3)OCO4)C1=C[C@H](COCc1ccccc1)O[C@@H]2C	6	10
COCC(=O)N[C@H]1C[C@@H]2O[C@H](CO)CC[C@@H]2O[C@@H]1CCc1ccc(-c2ccccc2)cc1	-21	-1
COc1ccc(S(=O)(=O)NC(N)=NCCc2ccc(OC)c(OC)c2)cc1	10	5
COc1cccc(CNC(=O)[C@H]2CCCN2C(=O)[C@H]2CCCN2C(=O)N2CCOCC2)c1	-8	-8
Cc1cc(N2CCN(Cc3ccccc3)CC2)n2nc(C)nc2n1	-38	-4
C[C@@H]1CN([C@H](C)CO)C(=O)CCCn2cc(nn2)CO[C@H]1CN(C)S(=O)(=O)c1ccc(Cl)cc1	5	-5
Cc1c(NC(=O)C2CCCN(S(=O)(=O)c3ccc(F)cc3)C2)c(=O)n(-c2ccccc2)n1C (stereo not drawn)	0	6
Cc1[nH]c2ccccc2c1CC(=O)Nc1ccc(Nc2ccncc2)cc1	8	-22
CC1CCN(C(=O)c2ncn3c2C(=O)NC[C@@H]3C)CC1	25	-4

Screening results as filed in PubChem.
